Source: PubChem (NCI)
Growth percent in the NCI-60 one-dose screen (48 h, 10 µM unless noted): 100 = growth as untreated, 0 = no growth, -100 = all killed.
HT29: HT29 colon cancer; 7.4% of 81,000 active; AID 1794748
COLO 205: COLO 205 colon cancer; 7.3% of 79,000 active; AID 1794742
NCI-H522: NCI-H522 lung cancer; 8% of 78,000 active
HCT-116: HCT-116 colon cancer | 7.3% of 82,000 active
NCI/ADR-RES: NCI/ADR-RES ovarian cells | 4.4% of 81,000 active
NCI-H226: NCI-H226 lung cancer; 3.5% of 79,000 active
HCT-15: HCT-15 colon cancer. AID 1794746. 5.2% of 82,000 active
NCI-H460: NCI-H460 lung cancer. AID 1794736. 6.8% of 82,000 active
NCI-H322M: NCI-H322M lung cancer; AID 1794733; 2.7% of 80,000 active
* hit, by the source's call; nt = not tested or not shown; & = joins results of further samples; ! = repeats disagree. The calls were made as follows: active = growth percent below 10; inactive = the rest.

Order of values: HT29	COLO 205	NCI-H522	HCT-116	NCI/ADR-RES	NCI-H226	HCT-15	NCI-H460	NCI-H322M
COC(=O)C1(C2(C(=O)OC)NC(=S)NC(=O)C2C#N)CCCC1=O (stereo not drawn)
 : 110.7	123.7	102.2	101.3	109.3	106.1	107.0	125.9	106.0
CCC1CCc2nc3sc(C(=O)Nc4ccccc4F)c(N)c3cc2C1 (stereo not drawn)
 : 39.5	64.2	71.9	63.8	62.5	89.8	35.3	75.4	92.8
CC(=O)NS(=O)(=O)c1ccc(NCCc2c(C)nc3scc(-c4ccc(Cl)cc4)n3c2=O)cc1
 : 113.2	106.3	90.9	94.3	106.3	96.7	110.0	107.0	90.7
O=C1OC(=O)c2c1ccc1ccccc21
 : 108.7	105.3	95.4	111.0	100.9	98.4	107.5	107.2	92.7
C=CCn1c(SCC(=O)Nc2ccc(C(=O)/C=C/c3cc(OC)c(OC)c(OC)c3)cc2)nnc1-c1cc(-c2ccc(OC)cc2)nc2ccccc12
 : 100.8	104.1	86.3	67.8	96.4	94.0	83.4	88.9	97.5
N#Cc1c(C(F)(F)F)cc(NCc2ccccn2)n2c1nc1ccccc12
 : 76.7	92.1	64.0	102.8	99.8	111.1	90.5	106.5	111.2
COc1ccccc1O
 : 110.5	114.0	97.9	99.7	105.5	105.5	105.0	108.9	101.2
COc1ccc2oc(=O)cc(C3c4ccc([nH]4)C(c4cc(=O)oc5ccc(OC)cc45)c4ccc([nH]4)C(c4cc(=O)oc5ccc(OC)cc45)c4ccc([nH]4)C(c4cc(=O)oc5ccc(OC)cc45)c4ccc3[nH]4)c2c1 (stereo not drawn)
 : -41.5*	-76.7*	-71.9*	-70.4*	5.9*	15.8	-62.4*	6.4*	27.9
NCCCCCNc1cc(O)cc2cccnc12
 : 118.8	111.8	159.3	101.4	102.8	105.1	111.5	116.6	117.7
CCOC(=O)CCCNC(=O)c1sc2c(c1C)c(=O)nc1c(C#N)n[nH]n12
 : 106.0	129.3	95.0	94.1	103.2	102.7	100.2	109.2	121.8
Nc1onc(-c2ccccc2)c1[N+](=O)[O-]
 : 112.0	124.5	49.4	99.5	100.4	101.0	87.4	103.5	95.6
CC(=O)OCCc1ccc(CCc2ccccc2)cc1
 : 112.1	104.9	nt	100.0	105.9	97.5	101.9	112.7	115.5
NC1(N2SC(S)=C3CCCC=C32)CCCCC1
 : 97.1	107.4	81.9	98.4	104.1	nt	108.1	106.8	99.8
N#Cc1c(-c2cccs2)cc(-c2cnccn2)nc1SCC(=O)NN
 : 96.2	107.7	89.7	96.7	95.7	91.4	86.1	86.1	94.6
Nc1n[nH]c2ccc([C@H]3[C@@H]4C5CCC(C5)[C@@H]4c4c(ccc5[nH]ncc45)N3S(=O)(=O)C3CC3)cc12 (stereo partly drawn)
 : 10.0*	-0.4*	7.2*	5.0*	0.8*	-16.9*	12.3	5.9*	38.6
CCCCC(C(C)=O)C(=O)OCC (stereo not drawn)
 : 104.3	115.3	88.7	112.4	118.4	105.7	95.9	111.6	108.5
O=C(Nc1ccc2c(c1)OCCO2)C(=O)c1c[nH]c2ccc(F)cc12
 : 94.1	114.1	91.3	105.0	100.9	103.3	97.9	93.7	108.1
c1cc(-c2nc3ccccc3n3cccc23)cc(-c2nc3ccccc3n3cccc23)c1
 : 100.6	110.3	92.2	102.2	108.8	116.1	110.6	103.8	91.1
Cc1ccccc1C(=O)NN
 : 98.9	110.0	92.0	107.7	nt	113.0	105.7	114.9	90.6
C/C(=N/NC(N)=S)c1ccc(Nc2nc(SC(C)C)nc(-c3ccc(F)cc3)c2C#N)cc1
 : 100.9	121.2	93.2	93.9	102.6	97.8	86.8	91.6	101.8
Oc1c(Cl)cc(Cl)cc1CN(Cc1cc(Cl)cc(Cl)c1O)C1CCCCC1
 : 90.0	97.7	86.9	102.9	101.3	104.3	101.3	101.6	106.6
CC(=[N-])N1CCC[C@@H](Nc2c3ccccc3nc3ccccc23)C1.[Cl][Pt].[NH-]CCC[NH-]
 : 1.4*	nt	-18.5*	14.9	85.0	-4.6*	48.2	0.6*	44.9
Cn1nc(-c2ccccc2)c(C(=O)c2ccccc2)c1Nc1ccccc1
 : 80.4	106.7	72.0	74.7	82.4	99.2	69.1	100.9	98.3
Nc1nc(Nc2ccc(Cl)cc2SSc2cc(Cl)ccc2Nc2nc(N)nc(C(Cl)(Cl)Cl)n2)nc(C(Cl)(Cl)Cl)n1
 : 103.4	114.9	nt	66.3	92.5	81.5	68.2	90.3	82.6
Cc1cc(CSc2ccccc2C(=O)N2CCN(Cc3ccncc3)CC2)no1
 : 92.2	108.8	77.2	96.7	100.5	96.3	107.6	106.4	nt
CCOc1ccc(Nc2ccc(OCC)cc2)cc1
 : 89.2	98.2	77.1	84.7	94.6	84.2	97.0	100.8	nt
O=S(=O)(Nc1ncccn1)c1ccc(-n2c(-c3ccccc3O)nc(-c3ccccc3)c2-c2ccccc2)cc1
 : 109.8	133.8	93.9	96.2	94.3	93.9	92.6	103.5	94.5
OC1CCc2ccccc2C1 (stereo not drawn)
 : 112.2	121.2	nt	104.9	106.4	111.4	100.6	110.3	nt
NNC(=O)CSc1nc2scc(-c3ccccc3)c2c(=O)n1-c1ccccc1
 : 121.3	107.2	91.4	91.9	102.6	84.0	100.8	109.7	122.0
CCOc1ccc2nc(C)cc(Nc3ccc(S(=O)(=O)Nc4nccs4)cc3)c2c1
 : 113.5	117.5	90.2	105.2	104.4	93.1	97.3	112.5	94.3
Cc1nc(-c2ccccc2)cc2c1C(=O)N(CC(=O)N1CCCCC1)C2=O
 : 110.1	nt	90.9	105.5	96.3	nt	101.4	107.3	100.2
O=CCc1ccccc1
 : 101.8&101.6	126.2&119.2	84.5&93.0	98.0&97.6	94.1&108.5	95.4&93.6	97.9&98.6	105.4&99.6	105.0&112.5
COc1cc(/C=C/c2cc(/C=C/c3ccc(O)c(OC)c3)n(C(=O)Nc3ccc(C)cc3)n2)ccc1O
 : -22.4*	-25.8*	-19.3*	1.6*	20.5	-0.9*	15.2	10.1	nt
C[C@]12CC[C@H](O)C[C@@H]1CC[C@@H]1[C@@H]2CC[C@]2(C)OCCC[C@@H]12
 : 90.0	109.5	80.5	107.8	105.6	101.5	97.0	104.2	113.8
O=C(Nc1ccccc1O)c1ccc(CNC(=O)c2ccccc2Nc2ccnc(C(F)(F)F)c2)cc1
 : 92.7	105.8	35.5	75.0	66.0	71.4	84.3	71.0	94.0
CCn1cc(-c2ccnc(NCCCNS(=O)(=O)c3ccccc3)c2)c(-c2cccc(O)c2)n1
 : 90.2	122.9	91.4	75.7	102.6	93.5	89.5	98.5	99.5
CC(CN=Cc1ccccc1O)N=Cc1ccccc1O (stereo not drawn)
 : 109.6&115.1	98.5	106.4&75.7	102.1&104.0	100.9&105.4	91.4&92.6	97.2&105.1	100.4&107.0	112.8&79.2
COc1ccc2c(c1)oc1c2c2c(c3c4ccccc4n(C)c13)C(=O)NC2=O
 : 97.1	92.4	91.8	93.8	96.9	85.7	90.4	84.5	93.2
C=C1C(=O)O[C@H]2[C@H]1CC/C(Cn1cc(-c3ccccc3)nn1)=C\CC[C@@]1(C)O[C@@H]21
 : -58.3*	-65.3*	-62.0*	-67.1*	43.6	-25.8*	-70.4*	51.8	89.2
CC1(CCl)C(=O)C=Cc2ccccc21 (stereo not drawn)
 : 105.3	102.2	87.6	99.6	108.6	95.3	107.0	109.3	98.7
O=C(COc1ccc(C2SCC(=O)N2c2ccc(F)cc2)cc1)c1ccccc1 (stereo not drawn)
 : 108.9	112.2	84.1	94.3	94.2	91.7	95.7	108.2	98.3
NS(=O)(=O)c1cc(=O)[nH]c(=O)[nH]1
 : 107.8	117.4	74.5	104.6	109.5	108.9	110.8	110.8	93.7
COc1c(N2CC3CCCNC3C2)c(F)cc2c(=O)c(C(=O)N/N=C/c3ccoc3)cn(C3CC3)c12 (stereo not drawn)
 : 105.4	104.2	99.5	98.1	101.7	96.0	83.6	111.7	93.9
O=C(N/N=C/C[C@@H]1[C@@H](COC2CCCCO2)[C@H](OC2CCCCO2)C[C@@H]1O)c1ccncc1 (stereo partly drawn)
 : 74.2	102.4	62.0	95.1	108.3	94.9	107.8	100.9	100.9
CC(=O)Nc1ccc(/C=N/NC(N)=S)cc1
 : 100.5	114.0	93.7	106.3	100.7	101.4	101.2	104.9	95.9
O=c1c2ccccc2sc2c(NCCCNCCO)nc3ccccc3c12
 : -47.3*	-78.9*	20.9	-57.5*	31.5	44.4	13.7	-33.5*	65.8
CCN1CCCCN(CC(=O)NC(C)(C)C)CC1
 : 96.4	nt	87.0	96.3	101.9	91.5	97.3	104.9	93.9
O=C(NCc1ccncc1)Nc1ccc(Cc2ccc(NC(=O)NCc3ccncc3)cc2)cc1
 : 100.3	111.1	88.6	100.0	105.0	86.9	97.2	86.3	99.2
CC(C)CCC(CCC(C)C)NCC(C)O (stereo not drawn)
 : 85.0	96.0	nt	87.8	107.9	96.1	98.6	105.7	98.1
O=C(OC(C(=O)c1ccc(Cl)cc1)c1ccccc1)c1ccc2ccccc2n1 (stereo not drawn)
 : 104.1	122.2	89.4	89.6	92.6	99.5	100.5	105.6	104.8
COc1cc(/C=C/C(=O)c2ccc(Cl)cc2)cc(CN2CCCC2)c1O
 : 59.5	nt	86.8	95.5	93.9	nt	88.2	102.2	96.1
COC(=O)C(=[N+]=[N-])C(=O)c1ccccc1
 : 96.5	102.5	80.8	93.2	103.3	nt	103.8	103.4	98.8
CCOc1cccc(N(CCN(C)C)C(=O)C(c2ccccc2)c2ccccc2)c1
 : 69.1	90.7	71.2	84.3	80.4	89.1	101.6	97.8	77.7
Cc1cc(C(c2ccccc2)c2ccccc2)ccc1NS(=O)(=O)c1ccccc1
 : 89.3	nt	83.7	82.1	82.8	102.2	96.3	93.2	119.0
CC(C)c1cc(-c2nc3ccc(F)cc3[nH]2)no1
 : 87.9	111.1	72.1	99.0	106.6	100.6	96.3	104.9	103.1
O=C(O)c1ccc(N2C(=O)c3cccc4cccc(c34)C2=O)cc1
 : 97.1	104.3	98.3	101.6	103.0	104.2	102.0	109.2	100.1
O=c1cc(OCCCCSC(=S)N2CCOCC2)c2ccccc2o1
 : 94.4	103.3	78.1	84.3	95.5	84.6	95.6	107.8	102.9
CCN1[C@@H]2CC[C@H]1/C(=C\c1ccc(C)cc1)C1=C2[C@@H](c2ccc(C)cc2)C(C#N)=C(N)O1
 : 46.5	88.0	57.1	73.6	95.7	77.7	87.0	85.6	98.5
O=S(=O)(Nc1nccs1)c1ccc(Nc2nc(O)c(/C=C3\C=Nc4ccccc43)s2)cc1
 : 110.2	102.1	90.0	100.3	101.0	83.0	97.9	97.1	89.5
CCN(CC)Cc1cc2[nH]c3c4ccc(Cl)cc4ncc3c2cc1OC
 : 9.7*!	1.1*	12.6	7.9*	102.0&78.1	93.4&84.1	16.8&45.9	0.6*!	87.2&93.2

(more compounds)
Order of values: HT29	COLO 205	NCI-H522	HCT-116	NCI/ADR-RES	NCI-H226	HCT-15	NCI-H460	NCI-H322M
O=C(Nc1ccc(OCc2nnc(-c3ccc(Cl)cc3)o2)c(F)c1)c1cccc(C(F)(F)F)c1
 : 80.1	97.8	72.0	75.8	71.2	77.2	95.7	76.6	73.7
O=[N+]([O-])c1cccc(-c2nc3sccn3c2-c2ccnc(NCCCNS(=O)(=O)c3cccc(F)c3)n2)c1
 : 21.3	-2.3*	-8.7*	7.8*	-20.8*	-5.7*	2.2*	16.3	45.2
Cc1cc(-c2ccccc2)n(N2C(=O)CSC2c2ccc(Cl)cc2)c(=S)n1 (stereo not drawn)
 : 97.6	106.8	86.8	94.8	106.3	91.0	94.2	100.6	100.8
Cc1nc2ccc(Cl)cn2c1-c1nnc(SCC(=O)c2ccccc2)o1
 : 105.2	97.8	94.0	103.0	98.2	114.9	107.3	110.1	103.4
CC(C)Cc1ccc(C(C)C(=O)NCc2ccc(Cn3c(=O)sn(CCCI)c3=O)cc2)cc1 (stereo not drawn)
 : -58.7*!	-62.4*	-55.6*!	-72.9*!	-18.5*!	4.0*!	-54.2*!	3.3*!	59.4&98.2
N#Cc1ccc(-c2ccc(OCCCCN3CCCCC3)cc2)cc1
 : 30.2	88.4	62.6	84.5	93.0	95.1	78.8	102.7	93.2
Cc1ccc(N=C(N)NC#N)cc1C
 : 101.1	101.9	nt	108.9	101.1	99.8	101.3	104.2	98.3
CCC(=O)c1ccc([N+](=O)[O-])o1
 : 98.7	110.9	77.0	103.7	97.6	106.0	91.4	108.4	108.4

Part of the list above, bar-delimited:
structure | HT29 | COLO 205 | NCI-H522 | HCT-116 | NCI/ADR-RES | NCI-H226 | HCT-15 | NCI-H460 | NCI-H322M
Cc1nc2ccc(Cl)cn2c1-c1nnc(SCC(=O)c2ccccc2)o1 | 105.2 | 97.8 | 94.0 | 103.0 | 98.2 | 114.9 | 107.3 | 110.1 | 103.4
Cc1cc(-c2ccccc2)n(N2C(=O)CSC2c2ccc(Cl)cc2)c(=S)n1 (stereo not drawn) | 97.6 | 106.8 | 86.8 | 94.8 | 106.3 | 91.0 | 94.2 | 100.6 | 100.8
O=[N+]([O-])c1cccc(-c2nc3sccn3c2-c2ccnc(NCCCNS(=O)(=O)c3cccc(F)c3)n2)c1 | 21.3 | -2.3* | -8.7* | 7.8* | -20.8* | -5.7* | 2.2* | 16.3 | 45.2
CC(C)Cc1ccc(C(C)C(=O)NCc2ccc(Cn3c(=O)sn(CCCI)c3=O)cc2)cc1 (stereo not drawn) | -58.7*! | -62.4* | -55.6*! | -72.9*! | -18.5*! | 4.0*! | -54.2*! | 3.3*! | 59.4&98.2

Profiles from above. Order of screens: HT29, COLO 205, NCI-H522, HCT-116, NCI/ADR-RES, NCI-H226, HCT-15, NCI-H460, NCI-H322M
Results for O=[N+]([O-])c1cccc(-c2nc3sccn3c2-c2ccnc(NCCCNS(=O)(=O)c3cccc(F)c3)n2)c1 : 21.3, -2.3*, -8.7*, 7.8*, -20.8*, -5.7*, 2.2*, 16.3, 45.2
Results for Cc1nc2ccc(Cl)cn2c1-c1nnc(SCC(=O)c2ccccc2)o1 : 105.2, 97.8, 94.0, 103.0, 98.2, 114.9, 107.3, 110.1, 103.4
